RT RNaseH block: inhibitors of HIV-1 reverse transcriptase RNase H. P04585. RT-RNase H RNA/DNA duplex cleavage, fluorescence. inhibition, % at 10 µM. 1.9% of 65,000 active. AID 565; in the data active means inhibition above about 50%
RmlCD inh mix: inhibitors of RmlC and RmlD coupled enzymes; RmlC/RmlD coupled enzyme inhibition, 384-well mixture HTS; inhibition, % at 5.5 µM; 0.39% of 110,000 active; AID 1532; in the data active means inhibition above about 30%, passing the limit was not always enough; further: strong numbers were not always called active
* hit, by the source's call; · = not tested or not shown.

SMILES | RT RNaseH block | RmlCD inh mix
CCn1c(Cn2nnc(-c3ccccc3)n2)nnc1SCC(=O)Nc1ccccc1 | -3 | -4
CN1C(=O)c2oc3ccccc3c(=O)c2C1c1ccccn1 (centres undefined) | -6 | -7
CCn1c(N2CCN(C(=S)NCC(C)C)CC2)nc2ccccc21 | · | 8
Fc1ccc(Br)cc1C1C=C(c2cccnc2)Nc2ncnn21 (centres undefined) | -22 | 2
Cc1nnc(SCc2nnc(-c3ccccc3)o2)n(N)c1=O | -8 | 1
CC(=O)N=c1sccn1CC(=O)c1ccc([N+](=O)[O-])cc1 | · | 7
CCOC(=O)c1c(C)n(CC(COC(C)=O)OC(C)=O)c2ccc(OC(C)=O)cc12 (centres undefined) | -2 | -11
O=C(C1=C[C@@H](c2csc3ccccc23)C[C@@H](OCc2ccc(CO)cc2)O1)N1CCN(Cc2ccccc2)CC1 | · | 99
COc1ccc(C(=O)N2CCN(C(=O)CC(C)C)CC2)cc1OC | -8 | 5
Clc1ccc(CN2C3=NCCCN3c3ccccc32)cc1 | 0 | ·
Cc1oc2c(C)c3oc(=O)c4c(c3cc2c1C)CCCC4 | -13 | -12
Cn1c(NCCN2CCCCC2)cc(=O)n(C)c1=O | -8 | 8
O=C(CN(Cc1cccs1)C(=O)CNS(=O)(=O)c1ccccc1)NCc1ccco1 | 0 | -7
COCC(=O)Nc1nc(-c2ccccc2)c(C)s1 | 37 | 5
CCCN=Cc1c(CCC)[nH]n(-c2nc3ccccc3s2)c1=O | · | 5
Cn1c(SCC(=O)NC2CCCC2)nnc1-c1ccc(S(=O)(=O)N2CCOCC2)cc1 | -6 | 7
Cc1ccc(-c2noc(CN3C(C)CCCC3C)n2)cc1 (centres undefined) | -5 | 2
CCn1ccc(C(=O)Nc2ccc(N(C)C(C)=O)cc2)n1 | 0 | 7
CNc1nc(N)c(C(=O)C(C)(C)C)s1 | -7 | -5
N#Cc1sc2nc(N3CCCCC3)c3c(c2c1N)CCCC3 | · | -4
O/N=C1\CCCCc2ccccc21 | -12 | 0
COc1cccc(=O)c2c(C)n(-c3cc(C)cc(C)c3)c(C)c12 | · | 9
C[C@@H]1CC=C[C@H]2[C@H]1C(=O)N(Cc1ccccc1)[C@H]2c1ccc(F)c(-c2ccc(N(C)C)cc2)c1 | · | -25
CCCn1c(N2CCN(CC(=O)NCc3cccs3)CC2)nc2ccccc21 | -2 | 43
Cc1ccc(-c2nc3s/c(=C\c4ccco4)c(=O)n3n2)cc1 | -15 | 0
SMILES | RT RNaseH block | RmlCD inh mix
O=C(Nc1ccccc1)N(Cc1ccc2c(c1)OCO2)Cc1nc2ccccc2c(=O)[nH]1 | -6 | -9
COc1ccc(Br)cc1C(=O)Nc1cccc(NC(=O)c2ccco2)c1 | -11 | -3
CC(=O)c1cccc(NC(=O)CN(c2ccc(F)cc2)S(C)(=O)=O)c1 | -2 | -15
Cc1ccc2c(c1)CCCN2C(=O)c1cc2ccccc2oc1=O | · | 21
COc1ccc(NC(=O)CN2CCCCC2)cc1 | -6 | -13
O=C(NC(=S)NNC(=O)c1cccs1)c1ccc(Br)o1 | · | 1
Cc1nonc1NC(=O)OCCN1CCOC1=O | -35 | -13
CC1CCCCN1CCNC(=O)Cn1nc(-c2ccccc2)ccc1=O (centres undefined) | -12 | -11
COc1ccc(-c2nnnn2CCc2ccccc2)cc1 | -19 | -10
OC(COc1ccc2cc(Br)ccc2c1)CN1CCOCC1 (centres undefined) | · | -3
CCn1c(=O)n(CC)c2cc(S(=O)(=O)Nc3cc(C)cc(C)c3C#N)ccc21 | · | 10
CCC(=O)N1CCc2cc(S(=O)(=O)N(CC)c3cccc(C)c3)ccc21 | -19 | ·
CCSc1nc2c(c(=O)[nH]1)C(c1ccccn1)C1=C(CC(C)(C)CC1=O)N2 (centres undefined) | -4 | 32
COP(C)(=O)c1c(C)nn(-c2ccccc2)c1C (centres undefined) | -4 | ·
Cc1ccc(NC(=O)NC2CCN(S(=O)(=O)c3ccc(F)cc3)CC2)cc1 | · | 9
CCc1ccc(NC(=O)C2CC(=O)N(C(C)C)C2)cc1 (centres undefined) | 2 | -8
Cc1ccc(N=C2N=C(N)c3ccccc32)cc1C | · | -7
C=C(Br)Cn1c(CCCC)nc2ccccc21 | -11 | 8
CCOC(=O)C1=C(C)NC2=C(C(=O)CC(c3cccs3)C2)C1c1cccs1 (centres undefined) | · | -25
CCC(NC(=O)NCc1cccnc1)(C(F)(F)F)C(F)(F)F | 2 | -8
CC(=O)c1c(C(C)=O)c(C)n(-c2nc(-c3ccccc3)c(C)s2)c1C | -22 | -12
O=C(NC1c2ccccc2-c2ccccc21)c1ccco1 | -5 | ·
CCCCN(CCCC)CCCNC(=O)C12CN(Cc3ccccc3)CC1C(c1cccc([N+](=O)[O-])c1)=NO2 (centres undefined) | · | 10
COC(=O)Cn1c2ccccc2c2nc(C)sc21 | -6 | -15
COc1ccc(/C=N/NC(=O)c2cc(C)on2)c2ccccc12 | · | 5

A different layout for 19 compounds above:
SMILES	RT RNaseH block	RmlCD inh mix
CC(=O)c1cccc(NC(=O)CN(c2ccc(F)cc2)S(C)(=O)=O)c1	-2	-15
Cc1ccc2c(c1)CCCN2C(=O)c1cc2ccccc2oc1=O	·	21
COc1ccc(NC(=O)CN2CCCCC2)cc1	-6	-13
O=C(NC(=S)NNC(=O)c1cccs1)c1ccc(Br)o1	·	1
Cc1nonc1NC(=O)OCCN1CCOC1=O	-35	-13
CC1CCCCN1CCNC(=O)Cn1nc(-c2ccccc2)ccc1=O (centres undefined)	-12	-11
COc1ccc(-c2nnnn2CCc2ccccc2)cc1	-19	-10
OC(COc1ccc2cc(Br)ccc2c1)CN1CCOCC1 (centres undefined)	·	-3
CCn1c(=O)n(CC)c2cc(S(=O)(=O)Nc3cc(C)cc(C)c3C#N)ccc21	·	10
CCC(=O)N1CCc2cc(S(=O)(=O)N(CC)c3cccc(C)c3)ccc21	-19	·
CCSc1nc2c(c(=O)[nH]1)C(c1ccccn1)C1=C(CC(C)(C)CC1=O)N2 (centres undefined)	-4	32
COP(C)(=O)c1c(C)nn(-c2ccccc2)c1C (centres undefined)	-4	·
Cc1ccc(NC(=O)NC2CCN(S(=O)(=O)c3ccc(F)cc3)CC2)cc1	·	9
CCc1ccc(NC(=O)C2CC(=O)N(C(C)C)C2)cc1 (centres undefined)	2	-8
Cc1ccc(N=C2N=C(N)c3ccccc32)cc1C	·	-7
C=C(Br)Cn1c(CCCC)nc2ccccc21	-11	8
CCOC(=O)C1=C(C)NC2=C(C(=O)CC(c3cccs3)C2)C1c1cccs1 (centres undefined)	·	-25
CCC(NC(=O)NCc1cccnc1)(C(F)(F)F)C(F)(F)F	2	-8
CC(=O)c1c(C(C)=O)c(C)n(-c2nc(-c3ccccc3)c(C)s2)c1C	-22	-12

Additional structures.
SMILES | RT RNaseH block | RmlCD inh mix
Cn1c(=O)cc(NCCc2ccccc2)[nH]c1=O | -5 | 8
O=c1[nH]c(SCC2CCCCO2)nc2ccccc12 (centres undefined) | -9 | 4
Cc1ccnc(NC(=O)c2c(O)c3ccccc3n(C)c2=O)c1 | 5 | ·
C=CCn1c(Cn2nnc3ccccc32)nnc1SCC(=O)N/N=C/c1cc(Br)cc(OC)c1O | · | 17
COc1ccc(C2=NOC(C(=O)NCCCN3CCOCC3)C2)cc1 (centres undefined) | -2 | 7
NCCCC[C@@H](C(=O)N1CCNCC1)n1cc(CCC(=O)O)nn1 | · | -8
COC(=O)c1nc(NC(C)=O)n[nH]1 | 33 | 31
CCOc1ccc(-c2nnn(CC(=O)NCc3ccco3)n2)cc1OCC | · | 9
CCC(CC)C(=O)NCCc1cc2ccc(C)c(C)c2[nH]c1=O | 0 | ·
COc1ccc(OC)c(NC(=O)CN2C(=O)C3(OCCCO3)c3ccccc32)c1 | 12 | 1
CCOC(=O)CSc1nnc(-c2nnc(SCC(=O)OCC)n2CC)n1CC | -11 | 15
Cc1cc(C)n2nc(-c3cnn(C)c3C(F)(F)F)cc2n1 | · | 3
O=C(OCCCN=C1NS(=O)(=O)c2ccccc21)C1CC(=O)N(c2ccc(Cl)cc2)C1 (centres undefined) | · | 2
COCc1cc(C)c(C#N)c(=S)[nH]1 | 37 | -10
COc1ccccc1C(=O)OCC(=O)Nc1ccc(OC(F)F)cc1 | -18 | 6
O=C(CSc1nnc(Cc2cccs2)n1-c1ccccc1)Nc1ccc2c(c1)OCCO2 | -66 | 0
O=C(Nc1ccc(N2CCOCC2)cc1)Nc1cnsn1 | 67* | 6
Cc1cc(C)c(C#N)c(SCCS(=O)(=O)Cc2ccc(Cl)cc2)n1 | · | -19
CN(C)C(Cc1ccccc1)C(=O)c1ccc(-c2ccccc2)cc1 (centres undefined) | · | -3
Cc1ccnc(SCCn2c(N3CCOCC3)nc3c2c(=O)[nH]c(=O)n3C)n1 | -4 | 0
O=C(NCCN1CCN(c2ccccc2)CC1)C1CCN(S(=O)(=O)c2cccs2)CC1 | -13 | -15
CCOC(=O)c1c(C)[nH]c(C(=O)COC(=O)C2CC2C)c1C (centres undefined) | -1 | -8
CCCS(=O)(=O)N1CCC(C(=O)NCCc2ccccc2)CC1 | -6 | -8
COc1cc(NC(=O)Cn2ncc3c2-c2ccccc2OC3)cc(OC)c1OC | -7 | 3
Cc1nn2c(-c3ccccc3)ccnc2c1-c1ccccc1 | · | 20
SMILES | RT RNaseH block | RmlCD inh mix
O=C(CN(Cc1ccccc1)S(=O)(=O)c1ccc(Br)cc1)NCc1ccco1 | · | 2
CCN(CC)S(=O)(=O)c1cccc(C(=O)NC(C(=O)Nc2nnc(C3CC3)s2)C(C)C)c1 (centres undefined) | 4 | -16
COc1ccc(C2CC(c3ccccc3)n3nc(NC(=O)c4cccs4)nc3N2)cc1 (centres undefined) | 21 | ·
O=C(Cn1cnc2c(nnn2-c2ccc(F)cc2)c1=O)N1CCCC1 | 5 | -10
CCCOC(=O)c1ccc(NC(=O)CSC2=Nc3ccccc3C3CC=NN23)cc1 (centres undefined) | · | 3
CC(NC(=O)c1ccc(CS(=O)(=O)c2cccc(C(F)(F)F)c2)o1)c1ccc2c(c1)OCCO2 (centres undefined) | · | 4
O=[N+]([O-])c1ccc(/C=N/n2c(C3CCCCC3)n[nH]c2=S)cc1 | · | 11
CC(C)(C)c1nc(SCC(=O)Nc2nc3c(s2)CCCC3)c2ccccc2n1 | · | -9
O=C(Nc1ccn(C2CC(OC(=O)c3ccccc3)C(CO)O2)c(=O)n1)c1ccccc1 (centres undefined) | 2 | 10
N#CC1=C(N)N(c2ccccc2C#N)C2=C(C(=O)CCC2)C1c1ccsc1 (centres undefined) | -14 | 8
C#CCOc1c(Br)cc(/C=N/O)cc1OCC | · | -16
O=C(O)c1ccc(NCc2ccncc2)cc1 | · | -10
CCOC(=O)C1CCN(C(=O)Nc2ccc(NC(=O)C3CCN(C(=O)OCC)CC3)cc2)CC1 | 7 | -10
CN(CCO)C1=CC(=O)CC(C)(C)C1 | · | 4
COC(=O)c1[nH]cnc1C(=O)c1ccccc1 | -12 | 9
Cc1ccc(-c2ccccc2NC(=O)CCl)o1 | · | -11
CCOC(=O)C1CCN(Cc2ccc(C(=O)OC)cc2)CC1 | -7 | 82
COC(=O)C1=C(c2cccc(OC)c2OC)C[C@@H]2CC[C@H]1N2C(=O)NC(C)C | · | 12
COc1ccc(-c2c(C)n([O-])c(C)c(C)[n+]2=O)cc1OC | -24 | ·
N#Cc1ccc(-c2ccc3c(c2)OCO3)nc1SCC(=O)OCc1ccccc1 | · | -277
CC(=O)NCCN=C(C)c1sc2ccccc2c1O | 7 | 4
O=C(Nc1nnc(C(F)(F)F)s1)c1cccnc1 | -4 | 10
COc1cc(C(CCN2CCCC(C)C2)c2c(OC)cc(OC)c3c2OC(=O)CC3c2ccc(N(C)C)cc2)cc(OC)c1OC (centres undefined) | · | -11
CC(Oc1ccc(Cl)cc1Cl)C(=O)Nc1ccc2oc(-c3ccncc3)nc2c1 (centres undefined) | -3 | 10
COCCn1c(=NC(=O)c2ccc3c(c2)OCO3)c(C#N)cc2c(=O)n3cccc(C)c3nc21 | -11 | -2
SMILES | RT RNaseH block | RmlCD inh mix
N#C/C(=C1\CCCN1)c1nc2ccccc2c(=O)[nH]1 | -10 | -8
O=c1oc2ccc3ccccc3c2cc1-c1nnc(-c2ccccc2)o1 | 4 | -478
CC(C)NC(=O)CSc1nc(-c2cccs2)cc(-c2ccccc2)c1C#N | · | 11
CCOc1ccc(N(CC(=O)Nc2cccc(F)c2)S(=O)(=O)c2c(C)noc2C)cc1 | -4 | -16
O=C(CC1N=C2c3ccccc3N=C(SCc3ccc(Cl)cc3)N2C1=O)NCc1ccco1 (centres undefined) | 8 | -26
CN1CCN(S(=O)(=O)c2ccc(-c3noc(C4CCN(S(C)(=O)=O)CC4)n3)cc2)CC1 | -2 | -3
COc1ccc(S(=O)(=O)N(C)CC(=O)NCCC2=CCCCC2)cc1OC | · | 7
C=C(C)CSc1nnc(-c2cccc(S(=O)(=O)N(C)C)c2)n1-c1cc(OC)ccc1OC | -22 | 18
COCCCn1c(-c2ccc(Cl)cc2)n[nH]c1=S | · | 0
Cc1ccc(C(=O)N2CCN(S(C)(=O)=O)C2)cc1 | -7 | 2
O=C(O)CCN(CCC(=O)O)c1ccccc1 | 3 | -8
O=C(CNS(=O)(=O)c1ccc(Br)cc1)N1CCN(c2ccc(F)cc2)CC1 | · | -11
Nc1nc(NCc2ccco2)nn1-c1ccccc1 | 0 | -9
C=CCn1c(-c2ccc(Cl)cc2)c[nH]c1=S | -26 | 1
CCOC(=O)C1CCN(c2nc3ccccc3nc2C(C#N)C(=O)OCCOC)CC1 (centres undefined) | 3 | -2

High-throughput results: PubChem, several laboratories

These rows are one share of the data. The share of hits here may be higher or lower than overall.
